# CCR6 antag = blocks CCL20-driven beta-arrestin recruitment at human CCR6; P51684; CHO-K1 CCR6 PathHunter beta-arrestin, luminescence, CCL20-stimulated; inhibition, % at 20 µM; hit rate 0.49% among 340,000; AID 493098;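 active means compounds whose inhibition of the agonist-driven luminescence signal at 20 µM reaches about 50%, limit read from the data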;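 further: cells stimulated with CCL20 at 14 nM final; plate controls were DMSO with CCL20 for no effect and DMSO without agonist for full effect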
# Gli-Sufu antag = blocks Gli-Sufu signaling in a luciferase reporter; hit rate 0.74% among 340,000; inhibition, % at 5 µM; Sufu-KO-LIGHT fibroblasts, Gli luciferase reporter luminescence;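 active means inhibition above about 55%, limit read from the data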;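 further: 0% = DMSO-treated cells and 100% = wells with medium but no cells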
# EBI2 block = blocks human EBI2 receptor beta-arrestin signaling. hit rate 0.81% among 360,000. inhibition, % at 5 µM. AID 651636. EBI2 beta-arrestin recruitment, luminescence, 7a,25-OHC stimulated; in the data active means inhibition above about 38%;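 further: enzyme fragment complementation signal reports receptor beta-arrestin coupling in cells; 0% = agonist plus DMSO wells and 100% = wells without agonist; some results beyond the cut were filed as inactive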
# Target sequence (P32249 whole entry, looked up, the tested form may be a part): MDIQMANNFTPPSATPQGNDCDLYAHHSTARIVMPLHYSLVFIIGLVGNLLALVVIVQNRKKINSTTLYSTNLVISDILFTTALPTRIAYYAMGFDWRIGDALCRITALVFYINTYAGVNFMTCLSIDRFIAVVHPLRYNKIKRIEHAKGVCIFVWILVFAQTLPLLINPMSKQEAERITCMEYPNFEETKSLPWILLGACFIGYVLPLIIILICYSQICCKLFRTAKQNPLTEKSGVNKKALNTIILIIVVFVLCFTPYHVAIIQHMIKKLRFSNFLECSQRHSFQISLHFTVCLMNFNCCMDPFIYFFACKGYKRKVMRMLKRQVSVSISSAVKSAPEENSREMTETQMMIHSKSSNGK
# APOBEC3A inh = human APOBEC3A DNA deaminase inhibition; P31941; recombinant A3A, FAM/TAMRA ssDNA deamination fluorescence; inhibition, % at 20 µM; hit rate 0.41% among 330,000; AID 493011;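 active means at least 40% inhibition at 20 µM here, with at most 30% in a related deaminase screen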;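 further: plate controls were A3A with DMSO for no effect and wells lacking A3A enzyme for full effect; some results filed as inactive read as strong as hits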
# MPTP block = blocks calcium-induced mitochondrial swelling. AID 602449. inhibition, % at 10 µM. isolated mouse mitochondria, Ca2+ swelling absorbance, 30 min. hit rate 1.4% among 360,000;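 active means inhibition of 50% or more, scaled per plate between neutral and stimulator controls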;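 further: 0% = DMSO wells given calcium and 100% = 1 mM EGTA wells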
# APOBEC3G inh = blocks human APOBEC3G single-stranded DNA deamination. AID 493012. inhibition, % at 20 µM. hit rate 0.28% among 330,000. recombinant A3G, ssDNA deamination FAM/TAMRA fluorescence;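 active means inhibition of at least 40% at 20 µM, with no more than 30% in the related APOBEC3A deaminase screen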;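 further: plate controls were DMSO wells with A3G for no effect and wells lacking A3G enzyme for full effect; some compounds called inactive have numbers as strong as hits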
# Target sequence (Q9HC16 whole entry, looked up): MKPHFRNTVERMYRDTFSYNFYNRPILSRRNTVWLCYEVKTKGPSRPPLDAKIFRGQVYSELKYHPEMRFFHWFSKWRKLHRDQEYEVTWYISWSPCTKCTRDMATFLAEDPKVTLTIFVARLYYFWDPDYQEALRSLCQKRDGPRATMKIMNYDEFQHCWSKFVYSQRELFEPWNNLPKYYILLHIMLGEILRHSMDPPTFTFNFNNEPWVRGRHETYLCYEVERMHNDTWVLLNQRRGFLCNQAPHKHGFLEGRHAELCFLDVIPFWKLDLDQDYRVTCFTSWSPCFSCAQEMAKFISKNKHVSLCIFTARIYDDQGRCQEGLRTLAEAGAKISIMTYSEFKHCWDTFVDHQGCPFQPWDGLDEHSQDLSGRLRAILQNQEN
# CXCR6 block = inhibitors of human CXCR6 receptor; CHO-K1 PathHunter CXCR6 beta-arrestin, luminescence; inhibition, % at 20 µM; hit rate 0.36% among 360,000; in the data active means inhibition above about 34%, passing the limit was not always enough;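 further: antagonist mode with CXCL16 agonist at 10 nM final; 0% = 10 nM CXCL16 with DMSO and 100% = unstimulated wells without agonist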
# Target sequence (O00574 whole entry, looked up): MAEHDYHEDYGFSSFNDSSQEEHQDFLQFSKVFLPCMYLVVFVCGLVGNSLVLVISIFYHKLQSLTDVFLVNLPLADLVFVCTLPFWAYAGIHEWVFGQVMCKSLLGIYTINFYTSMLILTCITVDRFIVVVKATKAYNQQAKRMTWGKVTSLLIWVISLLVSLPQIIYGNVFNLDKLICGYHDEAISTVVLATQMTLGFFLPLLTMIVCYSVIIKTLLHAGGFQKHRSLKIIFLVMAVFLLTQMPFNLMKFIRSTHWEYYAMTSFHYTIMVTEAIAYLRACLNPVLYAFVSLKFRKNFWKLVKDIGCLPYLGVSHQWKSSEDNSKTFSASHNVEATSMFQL
# NR3A LBD binder = NR3A (human) ligand-binding domain modulation; NR3A LBD differential scanning fluorimetry, Tm shift; 0% = protein alone, 100% = glycine-bound protein; Tm shift relative to glycine control, % at 25 µM; hit rate 2.5% among 340,000; AID 1259313;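 active means melting temperature shift of at least 10% of the positive control shift, at one fixed dose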
# Numbers without * were called inactive; · = no result given.
SMILES,CCR6 antag,Gli-Sufu antag,EBI2 block,APOBEC3A inh,MPTP block,APOBEC3G inh,CXCR6 block,NR3A LBD binder
CCOC(=O)N1CCN(Cc2ccc(F)cc2F)CC1,8,-2,0,-1,-2.2,0,-3,1
Cc1ccc(O)c(N=Nc2ccc(S(=O)(=O)N3CCCC3)cc2)c1,5,6,9,0,-0.2,-6,2,0
O=C(CSc1nnc(-c2ccccc2F)o1)Nc1ccc(N2CCOCC2)cc1,3,-15,5,-2,2.0,-6,3,0
CCOC(=O)N1CCC(Nc2ncnc3c2cnn3-c2ccccc2)CC1,-1,1,5,3,-0.4,-3,-7,-2
c1ccc(-c2noc(-c3cccc4ccccc34)n2)nc1,5,-48,-11,1,-1.3,-3,-1,3
O=C(CNC(=O)c1ccc(Br)cc1)NCC(=O)OCC(=O)c1ccc([N+](=O)[O-])cc1,10,7,-3,0,0.5,3,-12,6
COC(=O)[C@@]1(Cc2ccccc2)[C@H]2C(=O)N(Cc3ccccc3)C(=O)[C@H]2[C@H]2CN=C(SCC(=O)c3ccccc3)N21,32,2,18,-2,-1.7,1,11,0
COc1ccc([N+](=O)[O-])cc1NC(=O)CSc1nccc(C)n1,7,8,-12,2,1.8,-4,-2,-22
Cc1c(NC(=O)COC(=O)c2ccc(Cl)nc2)c(=O)n(-c2ccccc2)n1C,-5,10,-5,3,0.5,6,0,1
CC(C)(C)C(=O)CSc1nnc(Nc2ccccc2)s1,-2,-91,1,1,-2.0,-3,-7,-2
Cc1ccc(C)c(N2CCN(C3CCCC(C)C3)CC2)c1 (centres undefined),1,-14,12,-4,1.8,-11,-2,2
CCOC(=O)c1ccccc1NC(=O)CN(c1cccc(OC)c1)S(C)(=O)=O,8,3,7,1,2.3,-2,4,-1
O=C(COC(=O)c1cc(F)cc(F)c1)NCCCc1ccccc1,11,4,-4,-5,0.0,-3,2,0
COc1ccc(C2CC(c3ccccc3)n3nnnc3N2)cc1 (centres undefined),-4,8,-12,-3,-0.7,-1,2,411*
CCOC(=O)Nc1nc2ccccc2s1,3,-78,1,-6,-0.9,-5,2,-2
C=CCOc1c(Br)cc(CNn2nnnc2N)cc1OC,1,-15,1,0,0.3,-5,-1,1
O=C(CN1C(=O)c2ccccc2C1=O)NCc1ccc(C(=O)O)cc1,-7,-14,-3,2,-0.7,-4,-7,·
O=C(COC(=O)c1ccc(O)cc1)Nc1ccccc1,24,25,-8,3,-0.1,1,1,-8
Cc1ccc(NC(=O)c2cncc(Br)c2)nc1,4,-58,-9,-4,-0.4,-8,1,0
Cc1ccc(OCc2nnc(SCC(=O)c3cccc([N+](=O)[O-])c3)n2C)cc1,13,26,4,-4,0.4,-2,4,0
O=C(CCCn1c(SCC(=O)c2ccc(F)cc2)nc2ccccc2c1=O)NCc1ccccc1,15,10,22,-1,10,0,11,4
COc1cc(C(=O)NCc2nnc(SCC(=O)Nc3cc(C)cc(C)c3)o2)cc(OC)c1OC,-4,-8,14,-1,-1.6,2,2,5
Cc1sc2ncnc(OCC(=O)N3CCN(S(=O)(=O)c4ccc(Cl)cc4)CC3)c2c1C,4,11,16,4,-3.6,3,4,0
CCN(c1ccccc1)C1(O)C(=O)c2ccccc2C1=O,13,1,-9,-1,1.8,-1,6,-1
Cc1c(C(=O)NC2CCCc3ccccc32)oc2ccc(S(=O)(=O)N3CCCCC3)cc12 (centres undefined),12,10,19,-1,0.7,-6,-5,-1
# Other results
SMILES,CCR6 antag,Gli-Sufu antag,EBI2 block,APOBEC3A inh,MPTP block,APOBEC3G inh,CXCR6 block,NR3A LBD binder
COc1ccc(CCN2C(=O)C(Oc3ccccc3C)C2c2ccc3c(c2)OCO3)cc1OC (centres undefined),5,-7,18,1,0.4,-6,3,-1
CCOC(=O)C1=C(c2ccccc2)ON(C)C1c1ccccc1 (centres undefined),-4,6,-9,1,1.9,-6,6,1
CCC(C)NC(=O)c1cc(-c2ccc3c(c2)OCO3)on1 (centres undefined),2,-128,0,1,0.8,-3,4,1
O=C(CSCc1ccccc1Cl)Nc1ccc2c(c1)OCCO2,19,5,4,-1,4.4,3,7,4
c1ccc2c(OCCCCN3CCCC3)cccc2c1,9,7,3,-3,2.3,11,-7,-1
CCOc1ccccc1N1CC(C(=O)NC2CCCCCC2)CC1=O (centres undefined),15,7,-6,1,-0.3,-3,6,-1
CC(C)=C1C(=O)NN(c2cccc(Cl)c2)C1=O,-1,-2,1,4,-1.9,4,2,-1
CCCN1CNc2c(c(=O)[nH]c(=S)n2CCc2ccccc2)C1,4,8,5,-6,-0.1,-5,-2,-2
Cc1ccc(CNC(=O)COc2ccccc2-c2ccccc2)cc1,19,6,9,0,2.0,-5,1,2
CCOC(=O)c1csc(NC(=O)C2=COCCO2)n1,-8,-65,-3,0,0.7,-4,-5,-1
Nn1c(SCC(=O)Nc2c(F)cc(F)cc2Br)nnc1C1CCCCC1,0,-4,-1,-3,-0.2,-4,1,-2
Cc1oc(-c2cccs2)nc1CS(=O)CC(=O)NC1CCCCCC1 (centres undefined),6,0,-3,0,1.2,-1,4,4
CCn1nc(C(=O)OCC(=O)NCC(C)C)c2ccccc2c1=O,2,-19,1,3,-4.2,3,-7,-2
CCN(C[C@H]1N[C@@](C)(C(=O)OC)[C@H]2C(=O)N(Cc3ccccc3)C(=O)[C@@H]12)C(=O)COC,-3,-1,-5,-2,0.0,-6,-5,1
CC(=O)N1CCN(C(=O)c2ccc(S(=O)(=O)Nc3ccccc3Cl)cc2)CC1,-5,2,-9,1,-1.0,-4,1,0
FC(F)(F)c1cccc(-c2nc3nc(Cl)c(Cl)nc3[nH]2)c1,0,42,-33,-5,9.3,-10,-2,9
CCc1nnc(NC(=O)CCC2CCCCC2)s1,2,3,-9,-3,2.9,-4,2,0
CCCCn1c(N)c(-c2nc3ccccc3s2)c2c([N+](=O)[O-])nn(CC)c(=O)c21,19,6,34,0,92*,-2,2,-4
CC1CC(C)CN(c2cc3c(cc2[N+](=O)[O-])C(=O)N(c2ccccc2)C3=O)C1 (centres undefined),5,-3,-18,-3,1.7,-8,-2,-3
O=C(Nc1ccc(Cl)c(Cl)c1)OCc1cncs1,0,-5,1,0,-1.3,6,-6,-29
COc1ccc(-c2noc(CCc3ccccc3)n2)cc1,8,-39,0,-2,1.0,-6,-1,3
C=CCOc1c(CNn2nnnc2N)cccc1OC,-15,-16,-3,-1,-0.6,-1,-4,0
O=C1C(F)=CC(COC(c2ccccc2)(c2ccccc2)c2ccccc2)OC1n1cc(F)c(=O)[nH]c1=O (centres undefined),99*,22,-6,·,-6.8,·,67*,-2
O=C(/C=C/c1ccco1)Nc1cccnc1,0,-21,-8,-1,0.0,-3,10,2
Cc1sc2ncn(CC(=O)N3CCN(c4ccccn4)CC3)c(=O)c2c1S(=O)(=O)N1CCCCC1,10,2,-4,1,-0.7,-5,-2,3
# Continuation.
SMILES,CCR6 antag,Gli-Sufu antag,EBI2 block,APOBEC3A inh,MPTP block,APOBEC3G inh,CXCR6 block,NR3A LBD binder
CCN1CCN(c2ccc(S(=O)(=O)N3CCCCC3)cc2NC(=O)c2ccc(OC(F)F)cc2)CC1,12,17,-1,47*,0.2,5,4,1
Cc1c(Cl)cccc1-n1ccnc1SCC(=O)O,-5,0,3,-3,0.6,0,9,-1
CCOC(=O)N1CCC(c2nc3ccccc3[nH]2)CC1,-2,-4,-4,-1,-1.1,1,5,0
COc1ccccc1N(CC(=O)Nc1ccc(C(F)(F)F)cc1)S(C)(=O)=O,-7,-5,-4,6,-0.2,3,1,0
CN1CCC(=NNC(=O)c2ccc(N(Cc3ccccc3Cl)S(C)(=O)=O)cc2)CC1,0,-9,3,1,-0.5,2,-21,-1
CC1(C)CC(NC(=O)c2ccc(-c3ccc([N+](=O)[O-])cc3)o2)CC(C)(C)N1,-7,8,-1,5,0.0,2,5,-1
CCN(c1ccccc1)S(=O)(=O)c1ccc(OC)c(NC(=O)CNC)c1,6,-1,-4,0,-1.8,-7,0,0
COc1ccc([C@H]2CC(=O)C=C(c3ccnc4ccc(Cl)cc34)C2)cc1,17,74*,33,0,89*,-6,-7,-6
CCOc1cc(C=O)ccc1OCC(N)=O,2,-7,-10,-3,-1.8,-4,4,0
O=C(NCc1cccc(Br)c1)C1CC2Cn3c(nc4ccccc43)C2N1c1ccccc1 (centres undefined),-2,12,1,7,3.3,10,8,-1
CCCCOc1ccc(C(=O)N(C)CC(=O)Nc2ccc(C)cc2)cc1,4,7,-18,1,0.2,-5,11,2
CC(=O)N(Cc1nc2sc(C)c(C)c2c(=O)[nH]1)C1CCCC1,3,4,-3,1,-1.5,-4,1,-1
Clc1cc(Br)ccc1OCCCn1ccnc1,24,2,-1,-5,-0.1,-2,-4,-2
O=C(c1ccc(Cl)c(Cl)c1)N1CCOCC1,8,1,7,1,-3.0,-1,7,0
CCc1ccc(CNCc2ccc(F)cc2)cc1,2,6,-4,6,2.3,-2,0,-1
CCN(CC)CCCN=Cc1c(O)n(Cc2ccccc2)c(=O)c2ccccc12,4,5,1,-1,79*,-4,7,1
CCc1nnc(N/N=C/c2c(F)cccc2Cl)n1N,-13,6,-14,-3,-0.1,1,-16,-2
O=C(CSc1ccccn1)N1CCN(c2cccc(Cl)c2)CC1,5,5,-6,-2,0.4,-1,0,1
CCN(C(=O)CN1C(=O)c2ccccc2S1(=O)=O)C1CCCCC1,-3,0,-2,-6,-0.7,-13,5,1

# 18 entries from above in a different format:
# Each structure is followed by: CCR6 antag | Gli-Sufu antag | EBI2 block | APOBEC3A inh | MPTP block | APOBEC3G inh | CXCR6 block | NR3A LBD binder
- Cc1c(Cl)cccc1-n1ccnc1SCC(=O)O
→ -5 | 0 | 3 | -3 | 0.6 | 0 | 9 | -1
- CCOC(=O)N1CCC(c2nc3ccccc3[nH]2)CC1
→ -2 | -4 | -4 | -1 | -1.1 | 1 | 5 | 0
- COc1ccccc1N(CC(=O)Nc1ccc(C(F)(F)F)cc1)S(C)(=O)=O
→ -7 | -5 | -4 | 6 | -0.2 | 3 | 1 | 0
- CN1CCC(=NNC(=O)c2ccc(N(Cc3ccccc3Cl)S(C)(=O)=O)cc2)CC1
→ 0 | -9 | 3 | 1 | -0.5 | 2 | -21 | -1
- CC1(C)CC(NC(=O)c2ccc(-c3ccc([N+](=O)[O-])cc3)o2)CC(C)(C)N1
→ -7 | 8 | -1 | 5 | 0.0 | 2 | 5 | -1
- CCN(c1ccccc1)S(=O)(=O)c1ccc(OC)c(NC(=O)CNC)c1
→ 6 | -1 | -4 | 0 | -1.8 | -7 | 0 | 0
- COc1ccc([C@H]2CC(=O)C=C(c3ccnc4ccc(Cl)cc34)C2)cc1
→ 17 | 74* | 33 | 0 | 89* | -6 | -7 | -6
- CCOc1cc(C=O)ccc1OCC(N)=O
→ 2 | -7 | -10 | -3 | -1.8 | -4 | 4 | 0
- O=C(NCc1cccc(Br)c1)C1CC2Cn3c(nc4ccccc43)C2N1c1ccccc1 (centres undefined)
→ -2 | 12 | 1 | 7 | 3.3 | 10 | 8 | -1
- CCCCOc1ccc(C(=O)N(C)CC(=O)Nc2ccc(C)cc2)cc1
→ 4 | 7 | -18 | 1 | 0.2 | -5 | 11 | 2
- CC(=O)N(Cc1nc2sc(C)c(C)c2c(=O)[nH]1)C1CCCC1
→ 3 | 4 | -3 | 1 | -1.5 | -4 | 1 | -1
- Clc1cc(Br)ccc1OCCCn1ccnc1
→ 24 | 2 | -1 | -5 | -0.1 | -2 | -4 | -2
- O=C(c1ccc(Cl)c(Cl)c1)N1CCOCC1
→ 8 | 1 | 7 | 1 | -3.0 | -1 | 7 | 0
- CCc1ccc(CNCc2ccc(F)cc2)cc1
→ 2 | 6 | -4 | 6 | 2.3 | -2 | 0 | -1
- CCN(CC)CCCN=Cc1c(O)n(Cc2ccccc2)c(=O)c2ccccc12
→ 4 | 5 | 1 | -1 | 79* | -4 | 7 | 1
- CCc1nnc(N/N=C/c2c(F)cccc2Cl)n1N
→ -13 | 6 | -14 | -3 | -0.1 | 1 | -16 | -2
- O=C(CSc1ccccn1)N1CCN(c2cccc(Cl)c2)CC1
→ 5 | 5 | -6 | -2 | 0.4 | -1 | 0 | 1
- CCN(C(=O)CN1C(=O)c2ccccc2S1(=O)=O)C1CCCCC1
→ -3 | 0 | -2 | -6 | -0.7 | -13 | 5 | 1

# Source: PubChem BioAssay
